Source: PubChem (several laboratories)
cardiac RTF act = cardiac RTF calcium sensitization; IANBD-labeled TnC RTF fluorescence at EC20 calcium; 0% EC20 calcium, 100% full calcium; activation, % at 7.2 µM; actives 0.24% (n = 340,000);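 active = activation above the mean over all tested compounds plus 3 SD, cut at about 30% in these data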;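 also: rise in fluorescence read as greater calcium sensitivity of cardiac thin filaments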
dFosB act = activators of mouse delta FosB homodimer. actives 0.99% (n = 340,000). P13346. activation, % at 25 µM. purified delta FosB, TAMRA-CDK5 oligo fluorescence polarization; percent of positive-control signal above neutral wells;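 active = mean activation above about 17%, with every replicate also reaching it, limit read from the data, passing the limit was not always enough; inconclusive = only one of the two conditions met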;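 also: fluorescence polarization rise as delta FosB binds a TAMRA Cdk5 AP-1 oligo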
PfHsp90 set2 = growth inhibition of yeast expressing Plasmodium Hsp90. AID 504621. inhibition, % at 9.4 µM. actives 0.32% (n = 310,000). S. cerevisiae expressing PfHsp90, BacTiter-Glo ATP, 48 h; yeast lacking PDR1 and PDR3 efflux regulators;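 active = every replicate shows inhibition above about 80%, whatever the replicate mean, limit read from the data; inconclusive = mean inhibition reaches the set limit but some replicate falls short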;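 also: 0% = DMSO neutral controls and 100% = 20 µM radicicol positive controls; yeast relying on Plasmodium falciparum Hsp90 in place of its own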
PvdQ inh = blocks Pseudomonas aeruginosa PvdQ acylase activity; inhibition, % at 10 µM; purified PvdQ acylase, fluorescence plate reader; actives 0.063% (n = 340,000); in the data active = inhibition above about 30%, passing the limit was not always enough; inconclusive = no clear call, values can overlap the other calls;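 also: 0% = vehicle neutral wells and 100% = reference inhibitor wells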
Rtt109 Vps75 = C. albicans Rtt109 histone acetyltransferase inhibition. Q5AAJ8. purified Rtt109/Vps75, ThioGlo CoA-SH fluorescence, 4 h. inhibition, % at 34.9 µM. actives 0.16% (n = 330,000);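 active = inhibition of at least 50% in every replicate; inconclusive = best replicate reaches 50% inhibition but some replicates fall short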
NSD2 HMT inh = inhibitors of human histone methyltransferase NSD2. NSD2 peptide methylation, AlphaScreen, 120 min. inhibition, % at 12.5 µM. actives 0.54% (n = 310,000). AID 743445; in the data active = inhibition above about 50%
Target sequence (O96028 whole entry, looked up): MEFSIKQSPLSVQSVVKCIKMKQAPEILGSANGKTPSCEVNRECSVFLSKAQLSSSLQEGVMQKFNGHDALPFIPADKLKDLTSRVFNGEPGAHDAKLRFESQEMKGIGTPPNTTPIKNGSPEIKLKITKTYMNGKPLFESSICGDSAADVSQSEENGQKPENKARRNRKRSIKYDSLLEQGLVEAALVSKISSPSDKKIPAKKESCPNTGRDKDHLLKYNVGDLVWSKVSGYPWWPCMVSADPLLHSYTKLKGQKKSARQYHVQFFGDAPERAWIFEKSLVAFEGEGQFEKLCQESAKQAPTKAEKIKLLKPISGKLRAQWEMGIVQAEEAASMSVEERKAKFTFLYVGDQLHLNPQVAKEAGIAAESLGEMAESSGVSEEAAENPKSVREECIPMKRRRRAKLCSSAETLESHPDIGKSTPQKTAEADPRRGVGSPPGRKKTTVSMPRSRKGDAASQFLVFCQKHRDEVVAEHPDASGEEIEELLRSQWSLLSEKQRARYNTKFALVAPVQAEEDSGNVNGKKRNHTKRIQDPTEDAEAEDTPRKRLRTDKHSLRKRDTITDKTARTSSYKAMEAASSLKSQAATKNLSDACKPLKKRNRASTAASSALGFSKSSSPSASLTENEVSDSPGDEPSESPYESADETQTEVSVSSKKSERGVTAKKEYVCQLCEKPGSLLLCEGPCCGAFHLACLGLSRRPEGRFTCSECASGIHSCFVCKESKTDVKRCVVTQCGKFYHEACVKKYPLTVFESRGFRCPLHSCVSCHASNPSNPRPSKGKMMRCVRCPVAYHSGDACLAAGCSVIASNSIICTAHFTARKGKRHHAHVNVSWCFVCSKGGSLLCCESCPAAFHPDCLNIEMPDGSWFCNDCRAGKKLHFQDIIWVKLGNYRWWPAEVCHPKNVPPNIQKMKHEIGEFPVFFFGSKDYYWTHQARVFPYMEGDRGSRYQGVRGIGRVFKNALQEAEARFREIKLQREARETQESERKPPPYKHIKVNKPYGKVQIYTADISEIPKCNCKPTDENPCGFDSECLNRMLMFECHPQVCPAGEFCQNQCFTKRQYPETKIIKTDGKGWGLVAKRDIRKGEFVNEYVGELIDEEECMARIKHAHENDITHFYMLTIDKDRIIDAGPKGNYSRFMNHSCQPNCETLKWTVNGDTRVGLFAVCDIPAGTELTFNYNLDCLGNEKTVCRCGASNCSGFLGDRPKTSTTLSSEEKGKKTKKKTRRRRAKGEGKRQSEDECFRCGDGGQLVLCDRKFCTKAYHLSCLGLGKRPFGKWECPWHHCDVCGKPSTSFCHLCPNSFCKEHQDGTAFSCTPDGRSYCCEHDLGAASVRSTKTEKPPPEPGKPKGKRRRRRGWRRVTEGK
LANA DNA inh = KSHV C-LANA DNA binding inhibition; MBP-C-LANA/FAM-LBS DNA binding, fluorescence polarization; inhibition, % at 9 µM; actives 0.078% (n = 340,000); AID 504423;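 active = highest replicate inhibition at or above 60% at 9 µM, even if other replicates fall short; inactive = all replicates below 60% inhibition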;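 also: 0% = neutral control wells and 100% = 4 µM acridine orange control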
CDK5 inh = CDK5/p35 (human) kinase inhibition; Q00535+Q15078; Recombinant CDK5/p35, ADP-Glo luminescence, 60 min; inhibition, % at 10 µM; actives 0.01% (n = 330,000);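 active = highest replicate inhibition of at least 50% and at least 75% of replicates reaching 50%; inconclusive = only one of the two criteria met; inactive = both criteria failed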;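 also: plate controls were DMSO neutral control for no effect and GW8510 at 10 µM for full effect; many of its hits are not listed in these tables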
RTF Ca sens inh = cardiac RTF calcium desensitization; AID 493244; inhibition, % at 7.15 µM; actives 0.12% (n = 340,000); P19429+P45379; IANBD-labeled cardiac RTF, Ca2+ fluorescence;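 active = inhibition above the mean inhibition of all tested compounds plus 3 SD, cut at about 17% in these data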;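 also: assay run at fixed EC70 calcium of 1.6 mM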
Keap1-Nrf2 PPI = disrupts human Keap1 binding to Nrf2 peptide; AID 504523; inhibition, % at 9.4 µM; Keap1 Kelch-Nrf2 peptide fluorescence polarization, 1536-well; actives 0.15% (n = 340,000); in the data active = inhibition above about 12%; inconclusive = no clear call, values can overlap the other calls; inactive = below about 7.3%;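 also: human Keap1 Kelch domain with fluorescein labeled Nrf2 9mer peptide probe; 0% = neutral control wells and 100% = peptide positive control; higher means more block of Keap1 binding to Nrf2 peptide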
SUMO Mot1 rescue = inhibitors of SUMOylation pathway: yeast Mot1-301 growth rescue | S. cerevisiae Mot1-301 growth rescue, ATP luminescence, 38.5C; percent above DMSO median, 100 means doubled | growth rescue, % at 18.8 µM | actives 1% (n = 320,000);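 active = every valid replicate shows activation above 250% relative to neutral control wells; inactive = the rest, any valid replicate at or below 250%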;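 also: OY570 slx delta 5 strain wells were the positive control but not used for scaling; some compounds called inactive have numbers as strong as hits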
* marks the source's active call; other numbers are inactive results; ? = inconclusive; / = no result given.

SMILES	cardiac RTF act	dFosB act	PfHsp90 set2	PvdQ inh	Rtt109 Vps75	NSD2 HMT inh	LANA DNA inh	CDK5 inh	RTF Ca sens inh	Keap1-Nrf2 PPI	SUMO Mot1 rescue
CCOP(=O)(O)c1ccccc1OCCCCCOc1ccccc1P(=O)(O)OCC	-1	4	-2	-4	1	-1	0.5	0.0	8	-3	-2
O=C(COC(=O)c1cc(Cl)nc2ccccc12)c1ccc(Cl)cc1	3	1	-14	-7	-1	-1	-0.2	-1.7	-7	-8	142
Cc1cc(Br)c(Oc2cc(NN3CCCCC3)c([N+](=O)[O-])cc2[N+](=O)[O-])c(Br)c1	-1	2	-12	0	4	/	0.2	1.4	-12	-1	/
CN(C)CCC#CC(O)(c1ccccc1)c1ccccc1	12	10	20	-12	-7	1	2.0	-0.1	7	-2	-1
COC(=O)c1cccc(Cn2c(Cl)c(/C=N/NC(=O)c3ccccc3Cl)sc2=O)c1	5	2	-16	-9	0	-1	-0.3	0.2	-3	-6	-17
O=C(Nc1cccc(Cl)c1)C1CC1c1ccccc1 (centres undefined)	9	-8	5	-13	-4	24	-1.2	0.9	-12	-4	-22
CCOc1ccc(CCNC(=O)CN2C(=O)c3cccnc3Oc3ccc(Cl)cc32)cc1	1	-1	-12	1	4	-11	-0.4	0.9	-5	-3	-11
Cc1ccc(N2C(=O)CC(NNC(=O)Cc3ccc(F)cc3)C2=O)cc1Cl (centres undefined)	-3	-4	0	-5	-2	47	-0.6	-0.5	-1	-4	0
O=C(/C(=N\O)n1cncn1)c1ccc(Cl)cc1Cl	0	-11	11	-12	/	1	1.3	0.1	-6	0	301
COC(=O)c1cc(Cl)c(NC(=O)c2ccc(C(C)(C)C)cc2)cc1OC	1	-18	-25	-16	-6	-1	2.7	-0.4	1	0	6
Cc1ccc(-n2c(-c3nn(C)cc3Cl)n[nH]c2=S)cc1	-10	2	11	-2	6	-2	0.3	0.5	-5	1	13
Cc1ccc(C(=O)N/C(=C\c2ccc(Cl)cc2)C(=O)NCCN2CCOCC2)cc1	-7	-1	25	-7	4	-6	-0.6	-0.4	-19	0	5
O=C(CSCCO)Nc1ccc(C2CCCCC2)cc1	2	-4	11	-5	3	0	0.3	1.0	-5	2	-9
Cc1ccc(NC(=O)CNCc2ccccc2)cc1Br	5	-12	-7	-20	-5	-7	2.6	-1.6	-21	-4	2
CCCCN1CNC(=S)N(CCc2ccccc2)C1	-3	1	16	-1	9	0	0.0	/	-21	0	0
C/C(=N\NC(=O)C(N)=O)c1ccc2c(c1)OCCO2	-2	5	-3	-2	12	-1	-0.6	0.2	17*	-2	28
CC1Oc2ccccc2N(CC(=O)NCC2CCCO2)C1=O (centres undefined)	-2	7	/	-10	-12	-3	-1.1	1.8	5	-4	-7
CN(c1ccccc1)S(=O)(=O)c1ccc(C(=O)Nc2nccs2)cc1	-1	2	24	-11	-4	/	0.0	-0.5	-9	5	-19
CCN1C(=O)[C@H]2[C@@H](c3ccc(C)cc3)N3C(=O)N(c4ccc(C)cc4)C(=O)[C@@]3(Cc3ccc(Cl)cc3)[C@H]2C1=O	-5	-12	5	-10	9	/	-1.2	-0.1	-4	-4	101
CCOc1ccccc1N(CC(=O)Nc1ccc(S(=O)(=O)N2CCOCC2)cc1)S(C)(=O)=O	-2	-6	-11	-1	4	0	-1.0	0.2	-22	1	31
CCc1ccc(C2CC(=O)N3CN(c4ccccc4)CSC3=C2C#N)cc1 (centres undefined)	-3	-10	-9	-4	?	/	-1.6	2.2	2	1	108
Nc1c2c(nc3cccc(Cl)c13)N(c1ccccc1)CC2	-8	0	-15	-15	8	-1	2.6	-3.2	-5	-3	10
Clc1ncccc1-c1nnn(-c2ccccc2Br)n1	-1	-4	16	-4	-4	/	5.7	0.6	13	0	3
CCOC(=O)c1nn(-c2ccccc2F)c2nc(-c3ccco3)c(C#N)c(=O)n12	-3	-1	8	-14	15	/	0.2	1.1	-5	-10	29
CCOC(=O)c1ccc(NC(=O)C2(c3ccccc3)CCOCC2)cc1	-6	4	28	3	6	4	-1.0	0.1	-8	5	-5
CCC(CC)NC(=O)Cc1ccccc1[N+](=O)[O-]	-6	-7	/	-14	-1	1	-1.2	-7.8	-1	2	-3
CCCCCCN=C(C)c1ccccc1O	2	2	6	16	4	-6	-1.7	-1.2	-2	-2	-1
O=C(CCC1CCCN(C(=O)c2cncs2)C1)NCc1ccc(F)c(F)c1 (centres undefined)	2	0	15	7	5	-1	3.3	-2.8	4	3	-21
CCCCc1cc(=O)oc2c(C)c(OCC(=O)NCCN3CCOCC3)ccc12	1	-12	3	13	8	0	-0.2	0.9	-8	-7	27
Cc1ccc(S(=O)(=O)N/N=C/c2ccc(OCC(=O)NC(C)C)cc2)cc1	1	5	-5	4	0	-3	-1.1	0.6	0	-4	8
O=C(Cc1ccc(F)cc1)Oc1ccc(C(=S)N2CCCC2)cc1	1	-4	-24	3	6	-2	-0.6	/	-8	-2	-24
O=C(CSc1nnnn1-c1ccc(Cl)cc1)NC1CCS(=O)(=O)C1 (centres undefined)	-5	0	9	0	-7	-1	-1.1	0.6	2	2	-3
COc1ccc(-n2c(Cc3cccn3C)nnc2SCC(=O)NCc2ccc(F)cc2)cc1	-1	-5	-1	-20	1	/	0.4	1.0	-2	-3	-1
Oc1[nH]c(=S)sc1/C=C1\C(c2ccccc2)=Nc2ccccc21	29	-8	-4	5	-4	1	0.1	0.8	-34	6	-4
Cc1ccc(NC(=O)c2ccccc2)cc1OC(=O)c1ccccc1	-1	-12	-10	17	-4	-1	0.3	0.2	-1	-2	-1
COc1ccc(C(C)C)cc1S(=O)(=O)NC1CCCC1	2	-5	1	-20	4	0	0.0	-3.3	-1	-3	-19
CC(C)N1CCN(Cc2cccs2)CC1CCO (centres undefined)	-3	7	-14	0	-4	2	1.2	0.0	1	7	/
CCOC(=O)c1sc2cc([N+](=O)[O-])cc(SCCO)c2c1N	3	0	2	-15	0	0	-0.2	1.8	-1	-6	-4
CCSc1nc2sc3c(c2c(=O)n1C1CCCCC1)CCN(C)C3	-1	-7	-27	-4	-21	-1	2.3	-1.7	1	-5	/
CC1CC(=O)Nc2ccccc2N1 (centres undefined)	-3	-1	-12	5	-12	/	32	1.9	1	-2	/
CCN(CC)c1ccc(N2C(=O)/C(=C/c3cccnc3)SC2=S)cc1	-1	2	-11	-18	0	7	1.2	-1.8	-3	-4	23
Cc1ccc2nc3c(c(N)c2c1)CCN3c1ccccc1	-5	10	-7	-10	2	13	0.5	-0.1	-3	-1	-10
C[C@@]12CCC3[C@@](CCC4[C@@]3(C)CCC[C@@]4(C)C(=O)NCc3ccccc3)(CC1=O)C2 (some centres undefined)	-6	-5	-73	-6	-9	/	2.2	0.5	2	-3	42
Cc1cc(C)c(C)c(S(=O)(=O)N2CCN(CC(=O)Nc3sccc3C#N)CC2)c1C	-2	-7	-16	-8	-3	-3	-1.4	-2.4	-9	2	-1
FC(F)(F)c1nnc2ccc(NCn3nnc4ccccc43)nn12	8	-4	38	-1	-8	-1	-1.3	-0.7	-2	-7	205
c1ccc(CSc2ncn[nH]2)nc1	-6	4	5	8	1	1	0.5	-0.1	3	-4	-9
CC(=O)N1CCN(C(=O)c2cccc(S(=O)(=O)N3CCN(c4ccccc4)CC3)c2)CC1	-6	-2	-10	-3	0	-1	0.2	-0.6	2	7	-14
CCCCC(CC(O)COCCC)C(=O)NN (centres undefined)	-7	1	3	0	9	-2	-0.9	0.8	-15	-2	0
O=C(CNc1ccccc1)N/N=C/c1c[nH]c2ccccc12	1	-2	6	-6	-3	1	0.3	-1.3	-5	1	-3
CC1(C)Oc2ccc(C(=O)Nc3ccccc3)cc2N(CC#N)C1=O	1	-6	12	-19	-2	-3	-1.1	-2.6	-1	-4	-4
CCc1cccc(CC)c1NC(=O)Cn1c(-c2ccccc2Cl)nc2ccccc21	-1	7	-4	-1	1	8	1.7	-0.1	0	6	32
CCOc1ccccc1NC(=O)c1cccc2c1C(=O)N(C1CCCCC1)C2	4	-7	-2	3	-2	-8	0.0	/	-3	-3	17
NC(=O)c1ccc(NC(=O)COC(=O)c2ccc(Br)o2)cc1	-4	-4	0	-9	0	-4	0.1	-0.9	-9	2	-7
FC(F)(F)Oc1ccc(NC(=S)Nc2ccccc2N2CCOCC2)cc1	-6	0	-3	-7	-11	-3	0.0	0.0	2	-6	70
CCCCC#Cc1ccccc1CC(=O)Nc1ccccc1	11	-1	1	-6	8	/	2.5	2.3	-4	-1	4
COc1ccccc1NCC(=O)N/N=C(\C)c1cccs1	1	-7	-7	-14	0	-1	-0.2	0.3	-1	-8	-1
CC(C)N(C(=NCc1ccccc1)NC(=O)c1ccccc1)C(C)C	-2	-12	/	-11	11	/	0.2	1.0	-7	-1	66
CC1=CC(=O)C(C(C)C)=CC1=NC(=O)c1ccc(C)cc1	4	-4	11	-14	9	7	3.7	1.0	2	-3	-19
O=C(CN1C(=O)NC2(CCc3ccccc32)C1=O)c1ccc(Cl)cc1 (centres undefined)	10	-14	11	-18	6	0	0.0	0.6	-11	0	6
O=C(Oc1ccc(-c2nccc(-c3ccccn3)n2)cc1)c1cccc(C(F)(F)F)c1	-7	-3	3	-12	2	-5	-1.1	-1.1	-5	-2	-6

More compounds follow:
SMILES	cardiac RTF act	dFosB act	PfHsp90 set2	PvdQ inh	Rtt109 Vps75	NSD2 HMT inh	LANA DNA inh	CDK5 inh	RTF Ca sens inh	Keap1-Nrf2 PPI	SUMO Mot1 rescue
CC(O)[C@H]1CNC(=O)C(=O)N1CCc1cccc(F)c1 (some centres undefined)	-4	1	26	-4	7	/	1.5	-1.1	-5	3	14
Nc1c(Cl)c(Cl)nc(C(=O)OCC(=O)NC2CCCCC2)c1Cl	0	-10	-3	-9	-4	2	-0.8	-1.6	-7	-3	41
COc1ccc(CCNC(=S)c2ccccc2)cc1OC	1	-3	-26	-6	0	/	-3.3	0.3	-7	1	-10
Cn1c(Cc2ccccc2)nnc1SCC(=O)Nc1ccc2c(c1)OCO2	9	1	/	-16	8	-4	-1.8	-0.6	0	-4	-6
CN1CCN(C(=O)C2=C[C@@H](C3CCCCC3)C[C@@H](OCc3ccc(CO)cc3)O2)CC1	-3	-2	9	-11	-3	/	0.5	0.3	-4	0	-13
CCN1C(=O)c2cccc3c(S(=O)(=O)N4CCCC4C(=O)O)ccc1c23 (centres undefined)	2	-3	-3	-14	-185	-3	-2.3	0.7	4	-1	6
COc1ccc([N+](=O)[O-])cc1NC(=O)CCC(=O)c1cccs1	3	-3	17	7	-1	/	-1.5	-0.8	-13	-1	-22
